Gal4-VP16 FLuc: counter-screen for ROR gamma inhibitors: Gal4-VP16 reporter. Potency, µM (doses to about 53.6 µM), for inactives: at the highest dose activity, negative = inhibition, usual class: inhibitors. 310,000 compounds, 3.5% hits. AID 2546. Drosophila S2 Gal4-VP16 UAS-luciferase, luminescence, 20 h;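 also: Gal4-VP16 expression switched on by copper sulfate through the metallothionein promoter; potency is read from the fitted curve at half-maximal effect; % is scaled to controls: 0 for no effect and ±100 for the full control effect; nearly all actives have a fitted effect of over 50% in size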
NPC1 prom act: activators of NPC1 promoter | Huh7 NPC1 promoter luciferase reporter, 24 h | 320,000 compounds, 2.4% hits | Potency, µM (titrated, usually from 9.22 µM), for the others: at the highest dose activation, actives largely listed as activators;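 also: potency is read from the fitted curve at half-maximal effect; % of control where 0% means no effect; nearly all actives have a fitted effect of over 60% in size; reporter is driven by a mutant NPC1 promoter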
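Luminescence read-out of NPC1 promoter-driven luciferase in stably transfected Huh7 cells; compounds delivered in DMSO and left 24 h at 37C, 5% CO2, qHTS titration format.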
ELG1 DNA repair: blocks ELG1-dependent DNA repair in HEK293T cells; HEK293T ELG1-luciferase reporter, luminescence, 16 h; DNA damage induced by 5-fluorouridine; Potency, µM (top dose mostly 46.1 µM), without a hit: top-dose activity change, negative = inhibition, most hits filed as inhibitors; 330,000 compounds, 2.3% hits; AID 504467; also: potency is read from the fitted curve at half-maximal effect; % is scaled to controls: 0 for no effect and ±100 for the full control effect; nearly all actives have a fitted effect of over 55% in size
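In this reporter screen, reduction of luminescence relative to DMSO vehicle indicated activity. Compounds and 5-fluorouridine were added together to 2,000 cells per well, incubated for 16 hr at 37 °C, then developed with ONE-Glo.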
FLuc modulator: inhibits or activates purified firefly luciferase, miR-21 counter-screen; purified FLuc, Km substrates, luminescence inhibition; Potency, µM (doses to about 57.5 µM), for inactives: at the highest dose activity change, negative = inhibition, most hits filed as inhibitors; 360,000 compounds, 6.9% hits;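 also: potency is read from the fitted curve at half-maximal effect; plate controls were vehicle for no effect and reference inhibitor for full effect; nearly all actives have a fitted effect of over 55% in size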
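Purified P. pyralis luciferase, 10 nM final, with Km-level 10 uM D-luciferin and 10 uM ATP in 50 mM Tris acetate pH 7.5, 10 mM Mg acetate, 0.01% Tween-20, 0.05% BSA; 6-point qHTS titration about 60 µM downward; luminescence read.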
Rab9 prom act: activators of Rab9 promoter; Huh7 Rab9 promoter-luciferase reporter, luminescence, 24 h; Potency, µM (titrated, usually from 9.22 µM), inactives show at the top dose activation, negative = inhibition, actives largely listed as activators; 320,000 compounds, 2.8% hits; AID 485297; also: potency is read from the fitted curve at half-maximal effect; % of control where 0% means no effect; nearly all actives have a fitted effect of over 60% in size
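Steps: seed 1500 Huh7 Rab9-luc cells per well, rest 2 h at 37 °C; add compound in DMSO; incubate 24 h; add luciferase reagent, 10 min ambient; read luminescence.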
RORg inh: blocks mouse ROR gamma transcriptional activity; Drosophila S2 Gal4-RORgamma UAS-luciferase reporter, 20 h; P51450; 310,000 compounds, 5.4% hits; Potency, µM (titrated, usually from 53.6 µM), for the others: top-dose activity change, negative = inhibition, usual class: inhibitors; also: potency is read from the fitted curve at half-maximal effect; % is scaled to controls: 0 for no effect and ±100 for the full control effect; nearly all actives have a fitted effect of over 60% in size
Target sequence (P51450 whole entry, looked up, the tested form may be a part): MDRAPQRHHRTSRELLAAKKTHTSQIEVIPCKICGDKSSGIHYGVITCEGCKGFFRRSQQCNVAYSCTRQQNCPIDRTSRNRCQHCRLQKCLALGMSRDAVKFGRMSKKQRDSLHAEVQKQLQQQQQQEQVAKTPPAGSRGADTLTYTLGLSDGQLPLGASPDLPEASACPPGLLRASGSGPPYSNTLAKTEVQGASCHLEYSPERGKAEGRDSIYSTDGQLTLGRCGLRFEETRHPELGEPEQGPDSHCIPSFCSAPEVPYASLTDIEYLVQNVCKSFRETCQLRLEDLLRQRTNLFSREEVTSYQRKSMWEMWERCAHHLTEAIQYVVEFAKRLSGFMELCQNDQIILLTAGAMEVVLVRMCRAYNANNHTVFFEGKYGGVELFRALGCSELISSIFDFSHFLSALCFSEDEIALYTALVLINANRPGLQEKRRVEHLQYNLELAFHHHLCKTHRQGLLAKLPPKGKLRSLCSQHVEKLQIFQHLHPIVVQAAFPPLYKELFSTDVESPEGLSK
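Stably transfected Drosophila Schneider cells are the test system, with ROR gamma fused to Gal4 and luciferase under UAS control; luminescence is read after 20 hr of 700 uM copper sulfate induction at ambient temperature.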
PKM2 activator: activators of human pyruvate kinase M2. AID 1631. purified PKM2, Kinase-Glo ATP luminescence, activation; response scale: 0% is enzyme alone, no compound. Potency, µM (doses to about 57.5 µM), without a hit: top-dose activation, most hits filed as activators. P14618. 260,000 compounds, 0.34% hits; also: potency is read from the fitted curve at half-maximal effect; % is scaled to controls: 0 for no effect and ±100 for the full control effect; nearly all actives have a fitted effect of over 55% in size
Target sequence (P14618 whole entry, looked up): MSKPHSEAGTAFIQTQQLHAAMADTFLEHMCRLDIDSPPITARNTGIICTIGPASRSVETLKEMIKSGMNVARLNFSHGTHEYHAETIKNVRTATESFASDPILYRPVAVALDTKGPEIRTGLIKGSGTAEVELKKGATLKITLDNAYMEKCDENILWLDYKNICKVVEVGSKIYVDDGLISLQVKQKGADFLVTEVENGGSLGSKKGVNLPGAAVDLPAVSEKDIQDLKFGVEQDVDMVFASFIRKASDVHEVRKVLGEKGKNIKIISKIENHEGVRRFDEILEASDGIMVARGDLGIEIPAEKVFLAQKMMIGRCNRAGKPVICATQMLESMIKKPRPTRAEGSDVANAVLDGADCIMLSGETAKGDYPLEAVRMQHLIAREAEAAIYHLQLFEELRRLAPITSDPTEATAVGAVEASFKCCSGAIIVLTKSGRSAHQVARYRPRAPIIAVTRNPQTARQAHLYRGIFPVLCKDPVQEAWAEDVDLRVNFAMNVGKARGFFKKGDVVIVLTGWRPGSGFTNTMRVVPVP
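Purified hPK-M2 (>95%) run at intermediate activity with 0.1 mM ADP and 0.5 mM PEP in 50 mM imidazole pH 7.2, KCl, MgCl2; 1 h room temperature. ATP formed read by Kinase-Glo luminescence; normalized to uninhibited and no-enzyme controls.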
Mito fusion act: blocks mitochondrial division or promotes mitochondrial fusion; 320,000 compounds, 0.23% hits; Potency, µM (series often up to 46.1 µM), without a hit: at the top dose growth rescue (activation), actives largely listed as activators; AID 485298; S. cerevisiae fusion-defective mutant growth rescue, CellTiterGlo 48 h;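 also: potency is read from the fitted curve at half-maximal effect; % of control where 0% means no effect; nearly all actives have a fitted effect of over 45% in size; temperature-sensitive fusion mutants such as fzo1-1 at 37 °C on non-fermentable ethanol glycerol medium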
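Yeast fusion mutant, YPEG (non-fermentable carbon), compound, 48 h at 37C non-permissive; CellTiterGlo added, 10 min RT, luminescence read. Rescued growth = division inhibition.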
KCNH2 3.1 inh: inhibitors of human KCNH2 3.1 potassium channel isoform. U2OS KCNH2 3.1, thallium flux FluxOr; hits give low values. activity change, % (tested at about 1.8 µM). 340,000 compounds, 0.95% hits. AID 720553;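 active = maximum activity change below -70%; inconclusive = maximum activity change from -70% to -50%; inactive = maximum activity change above -50%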;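 also: thallium influx rate constant from kinetic fluorescence after stimulation buffer; % is scaled to controls: 0 for no effect and ±100 for the full control effect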
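We transduce U2OS cells with the mutant 3.1 virus, culture them overnight, load FluxOr with Red40 quencher for 45 min, then add stimulation buffer and read kinetically for 2 min to derive a normalized rate constant.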
Menin MLL FP TR: displaces Texas Red mutant MLL peptide from human menin | O00255 | Menin + Texas Red MLL mutant peptide, fluorescence polarization | Potency, µM (series often up to 61.6 µM), for the others: at the top dose FP activity change, negative = inhibition, usual class: inhibitors | 270,000 compounds, 0.23% hits; active = well fitted inhibition curve with a large enough effect in the polarisation, with a control signal flat, not every such curve was filed as active; inconclusive = small, poorly fitted or top-dose-only effect, or effect the other way, or a change in a side signal; inactive = no such curve, though single readings can be large or run the other way; the % refers to the polarisation; also: potency is read from the fitted curve at half-maximal effect; % of control where 0% means no effect; many of its hits are not listed in these tables
MBNL1-CUG inh: inhibitors of human MBNL1 binding to CUG repeat RNA; Q9NR56; TR-FRET MBNL1-His/biotin-(CUG)12 binding, 665/545 ratio; Potency, µM (titrated, usually from 57.5 µM), without a hit: at the top dose activity change, negative = inhibition, most hits filed as inhibitors; 280,000 compounds, 0.036% hits; active = well fitted inhibition curve with a large enough effect in the signal ratio, with a control signal flat, not every such curve was filed as active; inconclusive = small, poorly fitted or top-dose-only effect, or effect the other way, or a change in a side signal; inactive = no such curve, though single readings can be large or run the other way; the % refers to the signal ratio; also: potency is read from the fitted curve at half-maximal effect; % is scaled to controls: 0 for no effect and ±100 for the full control effect
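Inhibition of protein-RNA binding appears as loss of TR-FRET between terbium anti-His antibody on MBNL1-His and streptavidin-XL665 on biotin-(CUG)12. Activity is normalized to buffer-only and uninhibited-complex controls.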
* = called active by the depositor; ? = inconclusive; · = not tested or not shown; ! = a repeat was not active; [ ] = another dose, or the depositor's remark. Unless noted, calls follow the shape of the dose curve; as a rule, active = well fitted curve in the direction sought with a large enough effect; inconclusive = small, poorly fitted or top-dose-only effect, or another doubt; inactive = no such curve, though single readings can be large; an effect the other way counts as inactive or inconclusive. Only part of the results is shown. The share of hits here may be higher or lower than overall.

SMILES | Gal4-VP16 FLuc | NPC1 prom act | ELG1 DNA repair | FLuc modulator | Rab9 prom act | RORg inh | PKM2 activator | Mito fusion act | KCNH2 3.1 inh | Menin MLL FP TR | MBNL1-CUG inh
CC1SC(c2ccccc2Cl)NC1=O (stereo not given) | -2% | 1% | 2% | -1% | -8% | 11% | -5% | 1% | -6 | 2% | -5%
CCOc1ccc(-n2c(SCC(N)=O)nnc2-c2ccco2)cc1 | -3% | 1% | 0% | -1% | 0% | 29% | -10% | 0% | 12 | -1% | -3%
COC(=O)CC(NC(=S)NC(=O)c1ccccc1)c1ccc(Br)cc1 (stereo not given) | ? | -2% | 9% | 1% | 8% | 13µM* | · | 15% | -9 | ? | 3%
Clc1ccccc1CSc1nncn1NC/C=C/c1ccccc1 | 0% | 0% | -3% | 3% | 1% | 2% | 1% | 22µM* | 12 | -29% | -3%
CN(Cc1ccccc1)C(=O)c1ccc(NC(=O)Cc2cccc(NC(=O)C3CCN(C(=O)C4CCCC4)CC3)c2)cc1 | · | 1% | 10µM* | -19% | -6% | · | · | -1% | 13 | · | ·
CN(Cc1ccccc1Cl)C(=O)c1cc2ccccc2o1 | 27% | 3% | 12% | ? | 20% | -19% | -1% | 9% | -20 | ? | -2%
Cc1nnc(NC(=O)c2csc3c2CCC(C)C3)s1 (stereo not given) | 0% | -4% | ? | 2% | -1% | -30% | ? | 10% | -8 | -19% | -15%
CCOc1ccc(NC(=O)CN(C)C(=O)c2cc(C)oc2C)cc1OCC | · | -1% | 2% | 5% | 2% | · | · | 1% | 4 | · | ·
O=C(Nc1ccccc1Cl)N(Cc1nc2ccccc2c(=O)[nH]1)Cc1cccs1 | ? | -2% | ? | -1% | 2% | 11µM* | 26% | -2% | -7 | 1% | -14%
COc1ccc(OC)c(NC(=O)CSc2ncccn2)c1 | ? | -3% | ? | -16% | -3% | 33% | 1% | -3% | -17 | 7% | 4%
NC(=O)NC(=O)CC1S/C(=N/N=C/c2ccccc2)NC1=O (stereo not given) | 3% | -4% | -3% | 0% | -1% | -15% | -5% | 0% | 5 | 4% | 5%
Cc1ccc2oc3c(c(=O)c2c1)C(c1cccs1)N(CCCN(C)C)C3=O (stereo not given) | ? | -1% | 28% | 1% | -4% | ? | 2% | -1% | 1 | -16% | 14%
CCN(CC)CCN1C(=O)C(=O)/C(=C(/O)c2ccncc2)C1c1ccccc1 (stereo not given) | 0% | 2% | 17% | 3% | 1% | -29% | -1% | 2% | -19 | 2% | ?
O=C(Nc1sc2c(c1C(=O)NCC1CCCO1)CCCC2)c1cccs1 (stereo not given) | 6% | 0% | ? | -18% | 15% | -21% | 9% | ? | -13 | 12% | 11%
Cc1ccc(OCCC(=O)NNC(=O)c2nn(C)c(=O)c3ccccc23)cc1 | · | 0% | -2% | -3% | 0% | · | · | -6% | 1 | · | ·
COC(=O)c1ccccc1S(=O)(=O)N1Cc2cc([N+](=O)[O-])ccc2Oc2ccccc21 | -1% | -1% | -12% | 1% | -9% | -21% | 3% | 5% | 6 | 10% | ?
CCC(=O)Nc1cccc(C(=O)/C=C/c2cccs2)c1 | ? | 26% | 0% | 12µM* | ? | ? | -1% | ? | -5 | 30%[activator] | -2%
COc1ccc(N(C(=O)Cn2nnc(-c3ccc(Cl)cc3)n2)C(C(=O)NCC2CCCO2)c2ccncc2)cc1 (stereo not given) | -8% | -4% | -7% | -1% | -1% | ? | 6% | 6% | 2 | 6% | ?
CCOC(=O)Cc1c(C)nc2c(-c3ccc(Cl)cc3)c[nH]n2c1=O | 16µM* | 1% | ? | 4%[2.3 µM] | -7% | 5.6µM* | -12% | 2% | -2 | ? | -4%
Cc1ccc(N(CCC(=O)Nc2nnc(C3CC3)s2)S(=O)(=O)c2ccccc2)cc1 | -15% | -3% | -15% | 4% | 3% | 31% | 2% | -9% | · | -4% | ·
CC(C)CC(=O)N1CCN(S(=O)(=O)c2ccccc2)CC1 | -19% | 5% | ? | 9% | 1% | -16% | -14% | -5% | · | -7% | 0%
O=C(CC1C(=O)NCCN1CC1CCCCC1)NCc1ccc(Cl)cc1 (stereo not given) | 3% | -6% | 3% | 3% | -4% | 11% | 1% | -5% | -2 | -21% | -8%
N#C/C(=C/c1ccc(OCc2ccc(C(=O)O)cc2)c(Br)c1)c1cccc(F)c1 | 1% | -7% | 11% | -12% | 10% | 24% | -2% | -5% | 23 | 11% | 0%
Cc1nnc(NC(=O)CCC(=O)N2CCC(C)CC2)s1 | -7% | 0% | 5% | 1% | 0% | 4% | -5% | -3% | -5 | 4% | -2%
Cc1occc1C(=O)NNC(=S)NCc1ccc(Cl)cc1 | ? | 0% | -13% | -1% | -2% | ? | 4% | -2% | -1 | 17% | -3%
COc1cc(SC)ccc1C(=O)OCC(=O)N1CCCC1 | 14% | 15% | ? | -20% | 21% | 29% | · | -1% | 0 | 14% | -9%
CN1CCN(C(=O)CN(C)S(=O)(=O)c2ccc(F)cc2)CC1 | 4% | 0% | 17% | 1% | 0% | -4% | · | 1% | 3 | -4% | 0%
COc1ccc(-c2ncncc2-c2ccc(Cl)cc2)c(O)c1 | -4% | 2% | ? | 0% | 2% | ? | 0% | -11% | 8 | · | -4%
Cc1ccc(NC(=O)Cc2nnc(SCC(=O)Nc3ccccc3)n2C)cc1 | -6% | 1% | 9% | 19µM* | -6% | -7% | -3% | -9% | 8 | -23% | ·
Cn1c(CCc2ccccc2)nnc1SCC(=O)N1CCCC1 | · | -1% | ? | 8% | -1% | -1%[0.365 µM] | 1% | 0% | · | -9% | -2%
CSc1nc(N)c(C#N)c(-c2ccccc2Cl)c1C#N | 3% | 0% | 5% | 1% | 1% | 16% | -5% | ? | 5 | ? | -10%
COc1ccc(Cl)cc1C(=O)NNC(=O)c1nc2nc(C)cc(C)n2n1 | -12% | -1% | 4% | 2% | -2% | -8% | 0% | -4% | 31 | · | ·
O=C1CN(C(=O)c2ccc(Br)o2)C(c2ccccc2)c2cc(F)ccc2N1 (stereo not given) | 2% | 1% | 18µM* | -3% | -6% | 9% | -9% | 1% | -36 | -6% | -1%
COc1ccc(NC(=O)Nc2ccc(N(C)C)cc2)cc1 | -5% | 2.5µM* | ? | 3µM* | 2.2µM* | -32% | 10% | -2% | -2 | 7% | -2%
COc1ccc(/C=C2\Sc3ccc(C(=O)NCCN4CCCCCC4)cc3N(C)C2=O)cc1 | -13% | -1% | ? | ? | -3% | -9% | · | 20% | -7 | -6% | ?
COc1cccc(-c2cc(C(=O)N3CCN(C(=O)c4ccco4)CC3)on2)c1 | -13% | 0% | 12% | -20% | -1% | 22% | · | -3% | 43 | · | -2%
O=C(O)C1CCC(=O)N1C1CCCC1 (stereo not given) | 13%[0.365 µM] | -2% | 18% | 3% | -9% | ? | 1% | -2% | 1 | 0% | -5%
CCOc1ccccc1CN1CCCC(C(=O)c2ccc(OC)c(OC)c2)C1 (stereo not given) | 0% | 0% | -19% | 0% | -1% | -19% | 0% | -2% | 0 | 8% | -1%
Cc1ccc(NC(=O)COc2coc(CN3CCN(Cc4ccccc4)CC3)cc2=O)cc1 | · | 0% | -11% | -1% | -7% | · | · | · | ? | · | ·
CCCOP(=O)(c1ccc(N(C)C)cc1)C(O)c1cccnc1 (stereo not given) | -2% | ? | 1% | 1% | 12% | 10% | 1% | -1% | 2 | 0% | -12%
O=C(Cc1ccc(Br)cc1)Nc1cccc(S(=O)(=O)N2CCOCC2)c1 | · | -1% | ? | 2% | -2% | · | · | 2% | 17 | · | ·
Cc1onc(-c2c(F)cccc2Cl)c1C(=O)N1CCN(c2ncc(Br)cn2)CC1 | -12% | -3% | 13µM* | -4% | -5% | -4% | -16% | 6% | 3 | · | ·
Cc1ccc(CNC(=O)CCC(=O)Nc2nnc(C(C)C)s2)cc1 | 0% | -1% | 0% | -1% | -5% | 1% | -10% | 0% | -6 | 2% | -2%
C[C@@H](CN1CCC(Cc2ccccc2)CC1)[C@@H](O)c1ccc(O)cc1 | -10% | -6%[46.1 µM] | -11% | -1% | -20%[46.1 µM] | 13% | · | 23µM*! | -217* | -4% | ·
O=C(NC(=S)Nc1ccc(Cc2ccncc2)cc1)c1ccccc1Cl | ? | -1% | 7% | -2% | -2% | ? | -7% | 0% | -16 | -2% | -18%
CCCCn1c(NC(=S)Nc2ccccc2)nc2ccccc21 | 1.4µM* | -9% | ? | -14% | 0% | 1µM* | -2% | 1% | -19 | 8% | ·
